S1P4 agonist – activates the human S1P4 receptor | O95977 | S1P4-expressing cell line, agonist reporter assay | activation, % at 4.98 µM | hit rate 0.35% among 220,000; in the data active = activation above about 11%;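 also: 0% = DMSO vehicle and 100% = reference agonist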
Target sequence (O95977 whole entry, looked up): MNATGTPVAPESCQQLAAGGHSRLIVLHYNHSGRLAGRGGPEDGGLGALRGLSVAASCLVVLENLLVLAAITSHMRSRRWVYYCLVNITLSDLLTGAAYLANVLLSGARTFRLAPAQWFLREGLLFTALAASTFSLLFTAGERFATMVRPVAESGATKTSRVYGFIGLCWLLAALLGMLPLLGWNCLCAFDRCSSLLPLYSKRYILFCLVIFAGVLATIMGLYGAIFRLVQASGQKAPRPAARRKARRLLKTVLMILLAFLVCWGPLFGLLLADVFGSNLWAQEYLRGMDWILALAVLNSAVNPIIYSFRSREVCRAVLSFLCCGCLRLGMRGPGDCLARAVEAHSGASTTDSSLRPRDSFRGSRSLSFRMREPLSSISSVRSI
TRPML3 ag – activates the human TRPML3 channel. AID 1448. hit rate 0.29% among 220,000. activation, % at 3 µM. HEK293 TRPML3-YFP, Fluo-8 calcium fluorescence; 100% = the carbachol control signal;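 active = activation above its plate's cutoff, the mean activation of the plate's test wells plus 3 SD, cut at about 12% in these data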;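 also: 0% = DMSO only wells and 100% = carbachol wells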
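Test system: HEK293 cells stably carrying human TRPML3-YFP; Doses: single dose, 3 µM final nominal compound, 0.3% DMSO final; Schedule: dye loading 1 h 37 °C then 30 min ambient, 125 s read; Technique: Fluo-8 calcium fluorescence; Benchmarks: high control carbachol 87 µM, low control DMSO.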
BaF3 tox – parental Ba/F3 viability inhibition as JAK2V617F counter-screen; hit rate 1.1% among 220,000; AID 1486; inhibition, % at 5.6 µM; CellTiter-Glo ATP luminescence;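 active = inhibition above a per-campaign cutoff, the mean inhibition of all tested compounds plus 3 SD, cut at about 27% in these data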;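 also: 0% = DMSO wells and 100% = JAK Inhibitor I control wells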
Ba/F3 V617F tox – loss of viability in JAK2V617F-driven Ba/F3 cells. inhibition, % at 5.6 µM. Ba/F3 EpoR-JAK2V617F viability, ATP luminescence. hit rate 1.1% among 220,000;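 active = inhibition above the campaign mean plus 3 SD over all tested compounds, cut at about 24% in these data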;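 also: cytokine-independent growth of Ba/F3 cells driven by EpoR plus mutant JAK2; 0% = DMSO-treated cells and 100% = JAK inhibitor I control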
S1P4 antag – human S1P4 receptor antagonism; hit rate 0.26% among 220,000; AID 1510; inhibition, % at 4.98 µM; S1P4-expressing cells, antagonist mode, reporter read-out; O95977; in the data active = inhibition above about 29%;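 also: 0% = wells stimulated with agonist and 100% = vehicle wells without agonist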
zfTRPN1 agonist – agonists of zebrafish TRPN1 channel. HEK293 zebrafish TRPN1-YFP, Fluo-8 calcium fluorescence; 100% = response to 87 µM carbachol. activation, % at 3 µM. hit rate 0.18% among 220,000;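 active = activation above its plate's cutoff, the mean activation of test wells on that plate plus 3 SD, cut at about 19% in these data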;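 also: 0% = DMSO alone and 100% = 87 µM carbachol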
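Control set: carbachol 87 µM as high control, DMSO as low control; system: HEK293 stable line with zebrafish TRPN1-YFP; read-out: % activation versus carbachol response; detection: intracellular calcium fluorescence with Fluo-8; doses: single test compound dose, 3 µM nominal, 0.3% DMSO; schedule: dye 1 h 37 °C plus 30 min RT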
Calpain2 inh – calpain II (pig) inhibition; AID 1236; hit rate 0.37% among 220,000; inhibition, % at 16 µM; purified calpain II, fluorogenic peptide substrate, 30 min;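 active = inhibition above about 50%, limit read from the data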
PERK inh – human PERK inhibition, primary cell-based screen. Q9NZJ5. CHO PERK-DD fusion, SEAP luminescence translation reporter. inhibition, % at 5.6 µM. hit rate 0.17% among 220,000;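 active = inhibition above the mean inhibition of all tested compounds plus 3 SD, set separately per screening campaign, cut at about 2.9% in these data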;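 also: PERK kinase domain activated by AP20187 dimerizer at 100 nM; 0% = DMSO with dimerizer and 100% = rapamycin at 8.4 µM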
EP2 modulator – modulates human prostaglandin E2 receptor EP2 signaling; EP2-expressing cells, cAMP HTRF FRET, PGE2 co-stimulation; induction, % at 25 µM; hit rate 0.83% among 260,000; AID 940;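 active = compounds whose cAMP rise, as percent of the full-agonist control response, exceeds 60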;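 also: rat C6 glioma line stably carrying human EP2 under a CMV promoter; the protocol text gives 20 µM as final concentration; 100% = response of wells given 1 µM PGE2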
Target sequence (P43116 whole entry, looked up): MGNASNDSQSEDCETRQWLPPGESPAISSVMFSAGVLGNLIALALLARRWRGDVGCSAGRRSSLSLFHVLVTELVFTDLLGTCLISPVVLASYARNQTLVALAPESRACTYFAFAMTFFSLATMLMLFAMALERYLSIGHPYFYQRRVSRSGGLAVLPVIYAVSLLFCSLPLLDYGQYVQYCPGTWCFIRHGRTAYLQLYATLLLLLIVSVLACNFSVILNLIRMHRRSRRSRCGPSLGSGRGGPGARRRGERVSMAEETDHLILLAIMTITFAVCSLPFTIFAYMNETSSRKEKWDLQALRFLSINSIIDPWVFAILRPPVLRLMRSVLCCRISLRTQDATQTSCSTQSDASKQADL
* = called active by the depositor.

SMILES	S1P4 agonist	TRPML3 ag	BaF3 tox	Ba/F3 V617F tox	S1P4 antag	zfTRPN1 agonist	Calpain2 inh	PERK inh	EP2 modulator
COc1ccc(C2C(=O)N(C3CCCCC3)CC(=O)N2Cc2ccc3c(c2)OCO3)cc1 (configuration not stated)	2.0	-0.3	-1	-3	-2	1.5	24	-1.6	24
COc1cc(C2c3c(-c4ccccc4)n[nH]c3C(=O)N2c2ccc(C(=O)O)cc2)ccc1O (configuration not stated)	-0.4	0.8	5	-2	-25	0.7	-17	0.1	3
Cc1ccc(/C=C/C(=O)NCc2cccs2)cc1	1.2	-0.2	4	2	-18	-1.4	22	0.5	-81
O=C(O)/C=C/C(=O)N(CC1CCCO1)C1CC(=O)N(c2c(Cl)cccc2Cl)C1=O (configuration not stated)	-1.6	1.4	3	-2	24	2.5	-3	1.4	9
Cc1ccc(C(NC(=O)N2CCCCC2)=C(Cl)Cl)cc1F	-0.3	0.5	7	-2	4	0.0	8	0.7	-6
O=C(NCc1ccco1)c1cccc(Nc2nc3ccc(Br)cc3[nH]2)c1	1.6	1.0	4	1	-6	0.1	82*	0.3	-5
CCOC(=O)Cc1csc(NC(=O)/C=C/c2ccccc2Cl)n1	-0.2	1.6	0	3	1	5.0	-11	-1.5	-52
Cc1ccc2cc(CCNS(=O)(=O)c3ccc(F)cc3)c(=O)[nH]c2c1C	0.1	0.8	-3	-2	13	0.3	-6	0.8	-33
COc1cccc(C(=O)NN2CC(O)=C(c3nc(C)cs3)C2=N)c1	0.1	-0.2	0	3	-2	-0.6	4	1.0	-36
COc1ccc(S(=O)(=O)NCCOc2ccccc2)cc1-n1cnnn1	0.6	0.8	10	-2	-7	4.5	-12	0.2	-13
CC1CCN(c2c(NCc3ccc(C(=O)N4CCN(C5CCCCC5)CC4)cc3)c(=O)c2=O)CC1	-0.1	0.5	5	-1	4	-0.5	-1	2.1	7
Cc1nnc(SCC(=O)NNC(=O)C(C)C)[nH]c1=O	3.0	0.9	6	1	-17	1.1	22	0.3	8
CC(C)c1nc2oc3ccccc3c(=O)c2c(=O)n1-c1ccccc1	-1.5	-0.2	2	-3	0	0.1	-1	0.4	32
O=C(c1ccccc1)C(Nc1ccccn1)c1ccccc1 (configuration not stated)	2.3	-2.1	5	1	12	-1.7	-4	0.5	36
Cc1ccc(/C(N)=N/OC(=O)c2cccs2)cc1	0.6	0.7	6	2	-19	0.3	11	0.5	-19
CCOC(=O)c1[nH]c(C)c(C(=O)NCc2ccco2)c1C	0.0	-0.2	4	0	-14	0.2	13	-0.1	-3
Cc1ccc(Cl)cc1N1CCN(C(=O)CN(c2ccccc2)S(=O)(=O)N(C)C)CC1	1.0	-0.1	9	10	-12	0.6	2	-1.6	8
Cc1cccc(-c2noc(C3CCCCC3)n2)c1	1.9	0.1	4	2	-27	1.7	-4	0.6	19
Cc1ccc(NCCC(=O)c2ccc(Cl)c(Cl)c2)cc1	1.9	0.0	3	-4	-33	0.8	-17	0.6	25
O=C(NCc1ccncc1)/C(=C\c1ccc(F)cc1)NC(=O)c1ccccc1	-0.5	0.1	2	-3	-11	0.5	-8	0.6	33
CCOC(=O)/C=C/C(=O)OCC(=O)NC(c1ccccc1)c1ccccc1	-0.5	-0.7	-4	-2	36*	-1.1	-5	0.5	-28
c1ccc(-c2nc(N3CCCCC3)nc3ccccc23)cc1	-1.3	-0.5	1	-1	-15	1.2	-16	-0.1	56
CC1CN(C(=O)c2cn3ccccc3n2)CC(C)O1 (configuration not stated)	0.2	1.3	4	-2	-11	0.2	4	0.9	6
COc1ccc(/C=C(/NC(=O)c2ccccc2)C(=O)N/N=C/c2cccs2)cc1OC	-1.7	0.1	-1	2	1	-0.3	12	0.7	-8
CN(C)c1ccc(CC(=O)c2nc3ccccc3s2)cc1	-0.4	0.2	4	0	-20	0.4	10	0.6	-1
COc1ccc(/C=N/n2c(SC)nnc(C(C)(C)C)c2=O)c(OC)c1	2.0	0.1	6	0	-3	0.5	-59	-0.1	31
COC(=O)c1c(N2C(=O)[C@H]3[C@@H](C2=O)[C@]2(C(=O)Nc4ccc(C)cc42)N2CCC[C@@H]32)sc(C)c1C	-0.2	1.0	0	-2	11	-0.3	-36	-0.3	34
O=C(NCc1ccncc1)C1=NN(c2ccccc2)C(=O)CC1	0.0	1.2	5	0	-2	-1.1	-37	1.5	8
CC(C)NC(=S)NC(=O)c1ccc(-c2ccccc2)cc1	0.3	1.8	10	5	0	2.0	29	0.4	-3
CCOC(=O)c1c(NC(=O)CSc2nc3cccnc3n2C)sc(C(C)=O)c1C	1.1	0.5	5	-1	-16	0.5	-61	-0.2	47
Cc1ccc(S(=O)(=O)C2(C(=O)Nc3nccs3)CC2)cc1	1.3	-0.4	2	0	-1	0.6	5	0.0	13
CCOC(=O)C1=C(C)NC(C)=C(C(=O)OCC)C1C1=COCCO1	0.4	-0.7	3	2	4	-0.8	18	-0.7	12
Cc1cc(C)nc(NC(=O)c2ccc(OC(C)C)cc2)n1	-4.3	0.8	0	-5	10	-0.9	24	0.2	1
COC(=O)Cc1c(O)ccn(Cc2ccc3c(c2)OCO3)c1=O	0.6	0.8	3	2	-12	0.3	-20	1.2	19
Cc1ccc(S(=O)(=O)NNC(=O)c2ccncc2)cc1	-0.6	1.1	0	-9	-12	2.0	16	1.0	-13
CCCNC(=O)c1cc2c(C(F)(F)F)nn(C)c2s1	-0.8	0.1	1	0	-5	0.3	-6	1.0	-29

An excerpt from above in order of number of heavy atoms, smallest number first.
SMILES	S1P4 agonist	TRPML3 ag	BaF3 tox	Ba/F3 V617F tox	S1P4 antag	zfTRPN1 agonist	Calpain2 inh	PERK inh	EP2 modulator
CC(C)NC(=S)NC(=O)c1ccc(-c2ccccc2)cc1	0.3	1.8	10	5	0	2.0	29	0.4	-3
O=C(NCc1ccncc1)C1=NN(c2ccccc2)C(=O)CC1	0.0	1.2	5	0	-2	-1.1	-37	1.5	8
COc1ccc(/C=N/n2c(SC)nnc(C(C)(C)C)c2=O)c(OC)c1	2.0	0.1	6	0	-3	0.5	-59	-0.1	31

(listing goes on)
SMILES	S1P4 agonist	TRPML3 ag	BaF3 tox	Ba/F3 V617F tox	S1P4 antag	zfTRPN1 agonist	Calpain2 inh	PERK inh	EP2 modulator
N#C/C(=C/c1ccc(CNC(=O)C(=O)Nc2cc(Cl)cc(Cl)c2)o1)C(=O)NCc1cccnc1	-1.6	0.8	3	0	-12	-0.8	-38	0.9	25
CN(C)c1ccc(NC(=O)c2sc(SCC(=O)Nc3ccc(Br)cc3)nc2N)cc1	0.7	-0.5	-1	-1	-12	0.9	-4	1.3	21
CC(C)/C=N/Nc1nc(-c2ccc(Br)cc2)cs1	34*	-0.2	3	-4	8	-1.2	19	0.3	-4
Cc1ccc2c(c1)NC(=O)C(CC(=O)NCc1cccnc1)O2 (configuration not stated)	-0.6	-0.1	0	1	-4	0.8	-5	-0.3	9
Cc1ccc(S(=O)(=O)c2nc(-c3ccco3)oc2NCC2CCCO2)cc1 (configuration not stated)	-1.6	0.3	0	-4	-11	-0.5	1	-0.1	15
C/C(=N\NC(=O)c1ccc(O)cc1)c1ccc2c(c1)Nc1ccccc1S2	-0.8	0.7	5	2	-9	1.1	-19	0.0	-9
Cc1nnc(SCC(=O)Nc2ncc3c(n2)CCCC3=O)s1	5.0	0.6	3	-3	-17	0.9	1	-0.7	16
CC(=O)NC1C(OCc2ccccc2)OC(CO)C(OC(C)=O)C1OC(C)=O (configuration not stated)	0.6	1.1	2	-1	-12	-0.5	-12	0.3	11
CC(/C=C/c1ccccc1F)=N\NC(=O)C(C)C	1.8	1.1	1	-2	7	0.6	-6	-0.9	2
COC(=O)c1nc(NC(=O)c2ccccc2)n[nH]1	-1.1	0.7	1	-1	-3	0.3	-3	1.1	26
CCOC(=O)c1cc(CC)sc1/N=C/C1C(=O)CC(C)(C)CC1=O	-2.0	0.8	3	-2	-18	-0.9	21	0.8	10
Fc1ccc(F)c(C2=NNC(=Nc3ccccc3F)SC2)c1	5.5	-0.5	1	-4	-2	-0.7	5	-0.4	2
CCOC(=O)c1c(CN(C)C)oc2cc(CN(C)C)c(O)c(CSc3ccccc3)c12	-1.9	0.1	7	5	0	0.7	-24	-1.6	41
Cc1ccc2cc(CCNC(=O)C(=O)c3c(C)[nH]c4ccccc34)c(=O)[nH]c2c1	0.0	0.1	6	3	-13	-1.2	-30	0.8	-4
COc1ccc(C(=O)Oc2cc(OC)cc(OC)c2C(C)=O)cc1	1.7	-0.3	-1	-1	-1	0.2	0	-0.3	-3
COc1ccc(-n2c(O)c(C=NC3CC3)c(=O)[nH]c2=O)cc1	2.9	0.6	2	-1	0	1.3	-17	-0.2	23
O=C(Nc1cccc(S(=O)(=O)N2CCCCC2)c1)c1ccc([N+](=O)[O-])o1	-4.4	1.4	-4	1	54*	2.4	-2	0.4	-51
CCCN1C(=O)C2C(C(=O)Nc3cccc(OC)c3)C3C=CC2(O3)C1C(=O)NC1CCCCC1 (configuration not stated)	2.3	-0.1	2	-3	-30	1.5	-4	-0.5	19
CCOC(=O)N/N=C/c1cn(CCCOc2ccc(C)cc2)c2ccccc12	-2.3	-0.3	5	-2	-10	-1.9	5	-0.3	-9
CC(=O)N1CCN(C(=O)c2ccc(-n3c(C)ccc3C)cc2)CC1	-0.1	-0.1	-2	0	11	0.6	6	-0.1	-7
Cc1c(C(=O)NCc2ccccn2)oc2ccc(S(=O)(=O)N3CCC4(CC3)OCCO4)cc12	0.2	0.5	8	-4	-15	3.0	-24	-0.1	-22
O=P(O)(O)COc1ccccc1P(=O)(c1ccccc1)c1ccccc1	1.4	-0.2	-1	-4	-3	0.0	1	-0.1	5
N#Cc1c(-c2ccncc2)c2c([nH]c1=S)CCCC2	0.1	0.5	9	2	0	0.4	-24	0.1	23
COc1ccc(NC(=O)c2ccccc2-c2ccccc2)cc1	-1.9	0.6	-3	-4	-13	-0.9	26	2.2	6
O=S(=O)(Nc1ccc(Cl)cc1)c1ccc(N2CCOCC2)c(NC(=S)NC2CC2)c1	-1.3	0.6	-1	0	9	0.8	-20	1.1	-20
Cc1cc(C)nc(NS(=O)(=O)c2ccc(NC(=O)CCC3COc4ccccc4O3)cc2)n1 (configuration not stated)	3.3	-0.1	-3	-4	8	-0.7	-50	2.5	-15
Cc1ccccc1NC(=O)c1ccccc1NC(=O)CCC(=O)O	1.1	1.2	5	1	-5	-0.7	-6	1.6	20
Cc1ccc(CNCC2CCCO2)s1 (configuration not stated)	-1.1	1.6	10	-2	-1	0.3	-15	1.3	13
Cc1ccccc1OCC(=O)OCC(=O)c1ccc(OCc2ccccc2)cc1	1.2	-0.3	8	3	-16	1.2	30	-0.2	10
Cc1cc(C)nc(OC(=O)c2ccc(Cl)cc2Cl)n1	0.0	1.3	12	0	-8	0.1	-34	2.6	50
COc1ccc(-n2c(-c3ccccc3)nnc2-c2ccc(Cl)cc2)cc1	-1.2	0.2	2	-1	12	1.5	-4	1.0	69*
COc1ccccc1-n1c(CNC(=O)c2cccc([N+](=O)[O-])c2C)n[nH]c1=S	2.8	-1.5	0	-2	-12	-0.2	-16	1.1	33
COCCn1cc(C(=O)c2ccccc2OCC(=O)Nc2cc(C)on2)cc(C#N)c1=O	0.4	1.3	-1	-2	-23	-0.7	-3	0.4	-9
COc1ccc([N+](=O)[O-])cc1NC(=O)CSc1nc(C)c(C)c(C)n1	-0.8	0.7	4	2	-4	1.5	11	0.3	5

Screening data from PubChem.
